# Source: PubChem (National Center for Advancing Translational Sciences (NCATS))
# TSG101-PTAP inh: blocks PTAP/TSG101 interaction to inhibit HIV-1 budding | Q99816 | Fluorescence polarization, FITC-PTAP peptide / Tsg101 binding | Potency, µM (doses to about 115 µM), for inactives: at the top dose activity change, negative = inhibition, hits mostly inhibitors | 340,000 tested, under 10 active; active means well fitted inhibition curve with a large enough effect in the main read-out, with a control signal flat, not every such curve was filed as active; inconclusive means small, poorly fitted or top-dose-only effect, or effect the other way, or a change in a side signal; inactive means no such curve, though single readings can be large or run the other way; further: potency means the concentration at half of the fitted maximal effect; % of control where 0% means no effect
#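 Steps: Tsg101 binding domain dispensed (10 uM final), compounds pinned in DMSO, FITC-labeled PTAP-motif peptide added (50 nM final); after 20 min binding at room temperature, polarization measured.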
# Mito fusion act: mitochondrial division inhibition or fusion activation; S. cerevisiae fusion-defective mutant growth rescue, CellTiterGlo 48 h; Potency, µM (doses to about 46.1 µM), without a hit: top-dose growth rescue (activation), usual class: activators; 320,000 tested, 0.23% active; AID 485298;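 further: potency means the concentration at half of the fitted maximal effect; % of control where 0% means no effect; nearly all actives have a fitted effect of over 45% in size; temperature-sensitive fusion mutants such as fzo1-1 at 37 °C on non-fermentable ethanol glycerol medium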
#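 S. cerevisiae fusion-defective temperature-sensitive mutants (e.g. fzo1-1, mgm1-5) grown 48 h at 37C in YPEG (ethanol/glycerol non-fermentable) medium with 23 nl compound per well; growth rescue read as CellTiterGlo luminescence.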
# TSHR antag: human thyrotropin receptor antagonism | P16473 | 330,000 tested, 0.2% active | TSHR-expressing cells, TSH-stimulated cAMP HTRF, 2 h; hits give low values | activity change, negative = inhibition, % at 11.5 µM | AID 504810;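 active means activity change below a set negative limit, meaning inhibition stronger than a set level, cut at about -70% in these data; inconclusive means activity change between two set negative limits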; further: on the % scale 0 is the no-effect control and ±100 the full control effect
# Target sequence (P16473 whole entry, looked up): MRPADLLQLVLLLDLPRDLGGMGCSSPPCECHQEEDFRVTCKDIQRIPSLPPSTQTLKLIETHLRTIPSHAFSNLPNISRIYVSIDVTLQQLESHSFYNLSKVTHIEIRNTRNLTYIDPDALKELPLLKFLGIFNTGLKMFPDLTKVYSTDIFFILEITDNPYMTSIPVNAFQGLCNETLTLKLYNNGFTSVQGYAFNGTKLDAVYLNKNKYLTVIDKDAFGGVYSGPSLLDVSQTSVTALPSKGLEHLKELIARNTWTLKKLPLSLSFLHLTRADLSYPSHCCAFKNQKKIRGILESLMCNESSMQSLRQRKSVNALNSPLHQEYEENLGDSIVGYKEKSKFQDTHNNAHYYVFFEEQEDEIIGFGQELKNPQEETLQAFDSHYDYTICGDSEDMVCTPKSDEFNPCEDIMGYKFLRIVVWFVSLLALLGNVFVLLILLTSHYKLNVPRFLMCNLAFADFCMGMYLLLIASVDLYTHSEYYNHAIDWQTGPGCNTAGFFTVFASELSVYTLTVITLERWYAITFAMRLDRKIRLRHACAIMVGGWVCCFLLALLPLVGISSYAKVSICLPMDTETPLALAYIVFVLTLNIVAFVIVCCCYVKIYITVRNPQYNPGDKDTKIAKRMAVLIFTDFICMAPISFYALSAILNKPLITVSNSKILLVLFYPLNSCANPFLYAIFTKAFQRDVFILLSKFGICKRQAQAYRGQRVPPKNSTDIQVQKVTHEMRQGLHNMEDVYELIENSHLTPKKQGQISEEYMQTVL
#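 Read-out is FRET at 665 nm (cryptate excitation 337 nm) from a cryptate-tagged anti-cAMP antibody, competed by cell cAMP against cAMP-d2. Compounds are tested on freshly harvested TSHR cells challenged with 4nM TSH (EC80) for 2 hours at 37 deg C.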
# A-T KAP1 phos: potential ataxia-telangiectasia treatment. […] A-T fibroblasts, KAP-1 phosphorylation AlphaLISA; neocarzinostatin DNA damage 30 min before lysis. Potency, µM (top dose mostly 57.5 µM), inactives show at the top dose activation, usual class: activators. 320,000 tested, 0.19% active; further: potency means the concentration at half of the fitted maximal effect; % of control where 0% means no effect; nearly all actives have a fitted effect of over 45% in size
#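 ATM-like activity read as KAP-1 phosphorylation via AlphaLISA donor/acceptor antibody pairs after lysis and 6 hr at 25C. Cells were ATM-null patient fibroblasts ([…], hTERT), dosed 60 min, then exposed to the DSB inducer NCS for 30 min.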
# Menin-MLL TR inh: inhibitors of human menin-MLL interaction, mutant MLL peptide. O00255. Menin + Texas Red MLL mutant peptide, fluorescence polarization. Potency, µM (doses to about 61.6 µM), for the others: at the top dose FP activity change, negative = inhibition, actives largely listed as inhibitors. 270,000 tested, 0.23% active. AID 1768; active means well fitted inhibition curve with a large enough effect in the polarisation, with a control signal flat, not every such curve was filed as active; inconclusive means small, poorly fitted or top-dose-only effect, or effect the other way, or a change in a side signal; inactive means no such curve, though single readings can be large or run the other way; the % refers to the polarisation; further: potency means the concentration at half of the fitted maximal effect; % of control where 0% means no effect; many of its hits are not listed in these tables
# MBNL1-CUG inh: blocks human MBNL1 binding to CUG repeat RNA; Q9NR56; Potency, µM (highest dose often 57.5 µM), for inactives: at the top dose activity change, negative = inhibition, actives largely listed as inhibitors; 280,000 tested, 0.036% active; TR-FRET MBNL1-His/biotin-(CUG)12 binding, 665/545 ratio; AID 2675; active means well fitted inhibition curve with a large enough effect in the signal ratio, with a control signal flat, not every such curve was filed as active; inconclusive means small, poorly fitted or top-dose-only effect, or effect the other way, or a change in a side signal; inactive means no such curve, though single readings can be large or run the other way; the % refers to the signal ratio; further: potency means the concentration at half of the fitted maximal effect; on the % scale 0 is the no-effect control and ±100 the full control effect
# Target sequence (Q9NR56 whole entry, looked up): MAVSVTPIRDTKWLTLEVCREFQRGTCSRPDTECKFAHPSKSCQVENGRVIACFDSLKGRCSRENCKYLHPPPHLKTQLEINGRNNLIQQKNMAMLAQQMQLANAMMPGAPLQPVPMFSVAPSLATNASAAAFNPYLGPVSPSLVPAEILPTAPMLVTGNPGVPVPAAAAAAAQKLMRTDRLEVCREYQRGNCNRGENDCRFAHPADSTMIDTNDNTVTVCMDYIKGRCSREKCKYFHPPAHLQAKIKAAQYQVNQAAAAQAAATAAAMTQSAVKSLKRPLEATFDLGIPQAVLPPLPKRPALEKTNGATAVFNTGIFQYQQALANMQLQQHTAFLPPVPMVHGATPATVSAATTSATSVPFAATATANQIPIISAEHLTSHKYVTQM
#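 TR-FRET readout: Ex 340 nm, 665/545 nm emission ratio, normalized to buffer-only (basal) and MBNL1-(CUG)12 controls. Complex of MBNL1-His with Biotin-(CUG)12, compounds 92 nM–58 uM, incubated 60 min at room temperature.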
# a7 integrin act: activators of alpha7 integrin expression for muscular dystrophy | alpha7betagal myoblasts, beta-gal FDG fluorescence, 48 h | 350,000 tested, 0.064% active | Potency, µM (titrated, usually from 38.3 µM), without a hit: at the highest dose activation, hits mostly activators;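 further: potency means the concentration at half of the fitted maximal effect; 100% = response of the positive control SU9516; nearly all actives have a fitted effect of over 60% in size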
#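 Alpha7betagal+/- myoblasts (passage 13) were plated 16-24 hr, then exposed to compounds (1:260 dilution of DMSO stock) for 48 hours at 37C. After MPER lysis, β-galactosidase reporter activity was read as FDG fluorescence (ex 480/em 540) after 30 minutes.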
# TCR activator: activators of T cell receptors. primary human leukocytes, anti-CD3, IL-2 HTRF, 48 h. Potency, µM (series often up to 9.22 µM), for the others: at the top dose activation of IL-2 secretion, hits mostly activators. 330,000 tested, under 10 active. AID 504894; further: % of control where 0% means no effect
#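 HTRF read-out of IL-2 secretion: europium cryptate donor excited at 320nm, d2 acceptor emission at 665nm. Cells were primary human leukocytes incubated 48 hr with compounds and a-CD3 beads, supplying TCR signal only.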
# MLL CXXC-DNA inh: blocks binding of human MLL CXXC domain to DNA; MLL-CXXC / FITC-HOXA9 DNA fluorescence polarization; Potency, µM (doses to about 115 µM), for the others: at the highest dose activity change, negative = inhibition, most hits filed as inhibitors; 290,000 tested, 0.037% active; active means well fitted inhibition curve with a large enough effect in the polarisation, with a control signal flat, not every such curve was filed as active; inconclusive means small, poorly fitted or top-dose-only effect, or effect the other way, or a change in a side signal; inactive means no such curve, though single readings can be large or run the other way; the % refers to the polarisation; further: potency means the concentration at half of the fitted maximal effect
#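 Fluorescence polarization: 7 uM MLL-CXXC (stock) preincubated 5 min with compounds, then 50 nM fluorescein-HOX-A9 DNA (stock) added; 30 min ambient. Buffer 50 mM Tris-HCl pH 7.5, 50 mM NaCl, 1 mM DTT, 0.05% BSA.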
# S-ASM inh: human S-ASM enzyme inhibition; Potency, µM (top dose mostly 57.5 µM), inactives show top-dose activity change, negative = inhibition, usual class: inhibitors; P17405; placental ASM, HMU-PC fluorogenic substrate, 60 min; 340,000 tested, 0.006% active; further: potency means the concentration at half of the fitted maximal effect
#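 Human placenta-derived ASM preincubated with compound 10 min at room temperature, then reacted with 9 uM (final) fluorogenic HMU-PC substrate for 60 min at 37 C. Stop solution raises pH to 10; fluorescence read at Ex 386/Em 447 nm.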
# An asterisk follows results filed as active; ? = inconclusive; · = no result given; [ ] = remark or other dose. Unless noted, the call rests on the fitted dose curve; in most records, active means well fitted curve in the direction sought with a large enough effect; inconclusive means small, poorly fitted or top-dose-only effect, or another doubt; inactive means no such curve, though single readings can be large; an effect the other way counts as inactive or inconclusive.
# The line under a structure holds: MLL CXXC-DNA inh	TSHR antag	A-T KAP1 phos	TCR activator	Mito fusion act	TSG101-PTAP inh	a7 integrin act	MBNL1-CUG inh	Menin-MLL TR inh	S-ASM inh
> COc1cc(-c2noc(C3CCCN(C(=O)c4c(F)cccc4F)C3)n2)cc(OC)c1OC (stereo not drawn)
 : -9%	-7	?	1%	-9%	-6%	25%	1%	-9%	2%
> O=C(Cc1ccc(Cl)cc1)N/N=C/c1ccncc1
 : -2%	-12	4%	-7%	5%	-3%	16%	15%	-2%	-1%
> Cc1cc(C)c(OCC(=O)N(C)CC(=O)Nc2ccc(N3CCOCC3)cc2)c(C)c1
 : -3%	1	5%	-1%	-2%	1%	3%	2%	·	0%
> CCCCn1c(N)c(N(CC(C)C)C(=O)c2cccc(S(=O)(=O)N(C)c3ccccc3)c2)c(=O)[nH]c1=O
 : ·	-3	-1%	2%	1%	0%	11%	·	·	5%
> Cc1ccc2nc(-c3ccncc3)c(Nc3ccccc3)n2c1
 : -8%	-8	1%	-4%[46.1 µM]	14%	1%	5%	·	2%	8%
> Cc1cc2ccccn2c1C(=O)c1ccc(F)cc1
 : 2%	-12	9%	-4%	-3%	1%	3%	21%	8%	-6%
> O=C(COc1ccc(S(=O)(=O)N2CCCC2)cc1)N1CCN(c2ccccc2F)CC1
 : 18%	11	3%	-2%	2%	-3%	-15%	-1%	8%	0%
> O=C(N/N=C/c1cn(-c2ccccc2)nc1-c1cccs1)c1ccc(Cl)cc1
 : 4%	-7	4%	1%[46.1 µM]	21%	0%	0%	-7%	?	-7%
> COc1ccc(NS(=O)(=O)c2cccc(C(=O)O)c2)cc1S(=O)(=O)N1CCCCC1
 : ·	0	1%	·	·	-5%	15%	·	·	-1%
> Cn1c(=O)c2c(SCC(=O)N3CCCC3)nc(-c3ccccc3)nc2n(C)c1=O
 : -3%	1	-2%	0%	1%	-1%	32%	-6%	·	-2%
> CCOc1cc(-c2nnc(-c3ccco3)o2)cc(OCC)c1OCC
 : -4%	-14	4%	·	19%	-4%	-5%[7.66 µM]	0%	-2%	-2%
> COC(=O)Nc1ccc2c(c1)N(C(=O)CCN1CCN3CCCC3C1)c1ccccc1S2 (stereo not drawn)
 : -2%	-3	9%	-3%	0%	-1%	-5%[7.66 µM]	0%	-1%	4%
> CCOc1ccccc1NC(=O)N1CCCC1C(=O)Nc1ccc(NC(C)=O)cc1 (stereo not drawn)
 : -3%	5	0%	-23%	-1%	-4%	2%	-4%	14%	-2%
> CCOC(=O)C1CCN(c2ncnc3c2nnn3Cc2ccccc2Cl)CC1
 : 6%	-26	2%	-12%	10%	0%	-11%	6%	?	3%
> CCOc1ccc2nc(NC(=O)Nc3cccs3)sc2c1
 : 0%	1	14%	-2%	?	-2%	12%	9%	?	-4%
> CCOC(=O)c1cccc(NC(=O)CCCn2c(=O)c3cccn3c3cccnc32)c1
 : 7%	5	5%	-12%	4%	-5%	-32%	-1%	·	-3%
> C/C(=N\Nc1cc(N2CCOCC2)nc(C)n1)c1ccc(F)cc1
 : 5%	-15	-11%	1%	-10%	0%	-26%	-1%	-5%	-3%
> O=c1oc2ccccc2cc1-c1cn(-c2ccccc2)c(=S)[nH]1
 : 11%	-10	5%	-4%[46.1 µM]	5%	1%	-16%	·	4%	·
> Cc1cc(OCC(=O)OCC(=O)N2CC(C)CC(C)C2)ccc1Cl (stereo not drawn)
 : ·	2	-3%	-6%	5%	-3%	23%	·	·	-2%
> Cn1cccc1/C=C1\SC(=Nc2cccc(O)c2)NC1=O
 : -5%	0	-12%	6%	3%	-2%	3%	13%	·	-6%
> CCN(C(=O)Cc1c(C(=O)O)n(CC)c2ccccc12)c1ccccc1C
 : 16%	12	7%	4%	-7%	-1%	15%	-1%	-15%	0%
> O=C(COC(=O)c1nc(Cl)ccc1Cl)Nc1ccc(Cl)cc1
 : ·	-8	-2%	0%	-9%	-2%	-6%	·	·	-9%
> CCc1ccc(OCc2nnc(SCC(=O)NCC3CCCO3)n2C)cc1 (stereo not drawn)
 : 3%	-6	3%	-2%	-2%	-2%	0%	0%	13%	0%
> N#Cc1ccc(N2C(=O)[C@@H]3C(C(=O)C(c4ccccc4)c4ccccc4)=NN[C@@H]3C2=O)cc1
 : 0%	1	-7%	-4%[46.1 µM]	-1%	-3%	23%	19%	?	-1%
> CCCn1c(CN2CCN(C(=O)c3ccco3)CC2)nc2c1c(=O)n(C)c(=O)n2C
 : -2%	-3	2%	-1%	-5%	0%	4%	0%	-3%	3%
> COc1ccc(/C=C/C(=O)c2ccc(C(=O)/C=C/c3ccc(OC)c(OC)c3)cc2)cc1OC
 : -11%	-12	-5%	0%	-1%	6%	-24%	10%	?	-11%
> Cc1nn(-c2ccccc2)c(Cl)c1/C=N/Nc1ccc(S(=O)(=O)Nc2ccccc2C(=O)O)cc1[N+](=O)[O-]
 : -10%	-15	-5%	4%	-3%	-9%	0%	11%	?	?
> COCC(=O)N1CCC(Oc2ccc(C(=O)NC(C)c3nccs3)cc2)CC1 (stereo not drawn)
 : 6%	-11	4%	-3%	2%	-6%	-7%	-1%	·	-4%
> COc1ccccc1C(c1nnnn1C(C)(C)C)N1CCN(C(=O)c2ccco2)CC1 (stereo not drawn)
 : 11%	-8	24%	-4%	-3%	0%	4%	-2%	-7%	3%
> COc1cc(Br)c(Br)c(Br)c1N
 : 17%	-12	2%	-6%	-2%	1%	0%	5%	·	-4%
> O=C(COC(=O)[C@H](Cc1c[nH]c2ccccc12)NC(=O)c1cccs1)NCc1ccccc1
 : 2%	-17	13%	2%[46.1 µM]	-8%	-3%	-3%	-10%	20%	-2%
> CCOC(=O)c1c(C)[nH]c(C)c1S(=O)(=O)N(C)CC(=O)N(C)Cc1ccccc1
 : 3%	-30	4%	10%	3%	-4%	9%	-10%	?	6%
> COc1ccc(-c2[nH]ncc2Oc2ccccc2OC)c(O)c1
 : -6%	-14	6%	1%	4%	-12%	3%	-2%	?	-3%
> Cc1csc2ncnc(N3CCN(C(=S)Nc4ccc(C(F)(F)F)cc4)CC3)c12
 : 7%	-24	-1%	-5%	1%	-3%	-28%	5%	·	?
> COc1ccc(CNC(=O)CSc2nc(SC)ns2)cc1
 : 0%	-2	4%	-3%	1%	-6%	-7%	-3%	-3%	-1%
> Cc1cc(C)c2cc(CN(Cc3cccs3)Cc3nnnn3CC3CCCO3)c(=O)[nH]c2c1 (stereo not drawn)
 : -2%	-6	4%	-1%	3%	-6%	-9%	2%	?	-10%
> COc1ccccc1-c1ccc(=O)n(CC(=O)NC(C)(C)C)n1
 : -1%	1	5%	1%	1%	-2%	-13%	3%	4%	3%
> O=C(NNC(=O)c1ccc(SCC2CCCO2)c([N+](=O)[O-])c1)c1ccc(F)cc1 (stereo not drawn)
 : -3%	-2	5%	-6%	-1%	1%	11%	?	12%	-4%
> CN(C1CCCCC1)S(=O)(=O)c1ccc2c(c1)CCC(=O)N2
 : ·	-2	3%	-2%	6%	2%	-24%	·	·	-1%
> CC(=O)C1=C(O)C(=O)OC1c1ccc(C)cc1 (stereo not drawn)
 : 11%	6	1%	-5%	6%	0%	26%	2%	-7%	3%
> COc1ccc2oc(=O)c(C(=O)N3CCN(C(=O)c4ccccc4)CC3)cc2c1
 : 1%	-5	3%	2%	8%	0%	0%	?	-23%	195%[activator]
> O=C(c1cc(-c2ccccc2Cl)nc2ccc(Br)cc12)N1CCN(c2ccccn2)CC1
 : ·	·	·	-4%	·	-2%	4%	·	·	0%
> COCc1ccc(C(=O)Nc2ccccc2C(=O)NCc2cccnc2)cc1
 : -4%	-16	2%	2%	1%	-2%	-2%	3%	14%	6%
> C=CCn1c(C)cc(C(=O)COC(=O)C2CC(=O)N(Cc3ccccc3)C2)c1C (stereo not drawn)
 : 4%	-6	0%	6%	-4%	-3%	6%	6%	-4%	3%
> CCOC(=O)C1CCN(S(=O)(=O)c2ccc3c4c2CC(=O)N4CC(C)S3)CC1 (stereo not drawn)
 : 4%	4	3%	-3%	-3%	-1%	12%	0%	-20%	0%
> O=C(O)CC1(CC(=O)N2CCC(C(=O)O)CC2)CCCC1
 : 11%	-3	7%	-4%	0%	-1%	-15%	-4%	-7%	1%
> CN(C)C(CNC(=O)c1cccc(S(=O)(=O)N(C)C)c1)c1ccccc1 (stereo not drawn)
 : 3%	20	7%	7%	-2%	-5%	-19%	4%	·	0%

# The list is partial; the hit share may differ from the screen's.
